RAD52 anneal inh – RAD52 (human) annealing inhibition; inhibition, % at 18.7 µM; AID 651710; actives 0.46% (n = 360,000); recombinant RAD52 DNA annealing, FRET fluorescence; P43351;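 active = every replicate showing at least 50% inhibition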
RAD54 branch – RAD54 (human) branch migration inhibition; inhibition, % at 10.4 µM; AID 602329; actives 0.14% (n = 360,000); RAD54 Holliday junction branch migration, FAM/BHQ fluorescence;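 active = mean normalized replicate activity at least 40 and at least half of replicates scoring 40 or more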;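 also: 0% = median of neutral control wells and 100% = median of positive control wells; inhibitors cause a drop in the FAM fluorescence signal; in these data hits start at about 50%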
ERAP1 HTS inh – ERAP1 (human) enzyme inhibition; recombinant ERAP1, Leu-AMC fluorescence, 60 min; inhibition, % at 10.7 µM; actives 0.15% (n = 340,000);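 active = mean replicate inhibition of at least 30%, or all replicates individually reaching that 30% level; inactive = mean below 30% and not every replicate reaching it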;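 also: 0% = neutral control wells and 100% = L-leucinethiol positive control wells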
Target sequence (Q9NZ08 whole entry, looked up): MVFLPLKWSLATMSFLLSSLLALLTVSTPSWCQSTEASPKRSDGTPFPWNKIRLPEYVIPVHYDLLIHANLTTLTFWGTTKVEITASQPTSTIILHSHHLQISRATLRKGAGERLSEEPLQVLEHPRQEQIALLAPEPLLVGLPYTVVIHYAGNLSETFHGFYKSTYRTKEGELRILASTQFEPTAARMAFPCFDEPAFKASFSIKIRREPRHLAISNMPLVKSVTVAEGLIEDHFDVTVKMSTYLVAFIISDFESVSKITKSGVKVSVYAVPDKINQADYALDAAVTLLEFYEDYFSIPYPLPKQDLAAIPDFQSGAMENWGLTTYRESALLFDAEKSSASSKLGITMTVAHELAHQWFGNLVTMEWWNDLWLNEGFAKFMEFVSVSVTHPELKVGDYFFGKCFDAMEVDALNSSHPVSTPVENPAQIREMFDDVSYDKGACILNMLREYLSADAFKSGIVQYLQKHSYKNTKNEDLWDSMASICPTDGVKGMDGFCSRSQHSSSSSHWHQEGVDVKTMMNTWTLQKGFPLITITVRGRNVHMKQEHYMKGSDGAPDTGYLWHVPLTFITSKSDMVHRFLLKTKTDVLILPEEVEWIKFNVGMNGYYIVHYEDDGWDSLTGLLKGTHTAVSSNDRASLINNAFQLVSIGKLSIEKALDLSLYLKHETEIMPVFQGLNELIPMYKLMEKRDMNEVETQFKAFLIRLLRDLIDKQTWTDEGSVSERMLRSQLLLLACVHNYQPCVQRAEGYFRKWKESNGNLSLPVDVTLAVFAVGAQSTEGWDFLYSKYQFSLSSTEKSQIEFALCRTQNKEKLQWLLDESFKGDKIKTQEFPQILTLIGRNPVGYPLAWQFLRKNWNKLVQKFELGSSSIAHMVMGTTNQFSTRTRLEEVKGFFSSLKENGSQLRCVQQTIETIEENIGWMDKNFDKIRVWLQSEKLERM
CFTR F508del cor – correctors of CFTR F508del function in bronchial epithelial cells. CFBE cells, YFP halide quenching; stimulated with forskolin plus potentiator P3; % fluorescence drop versus neutral controls. activity (quench increase), % at 7.58 µM. actives 0.36% (n = 350,000);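 active = mean added fluorescence quench of at least 8% versus neutral control, with both replicates also reaching 8%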;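 also: cells transiently co-express mutant CFTR-F508del with the halide-sensitive YFP; corrector assay measuring rescue of mutant channel to the surface after 24 h compound exposure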
ARNT-TACC3 inh – disruptors of human ARNT/TACC3 interaction; Q9Y6A5; AlphaScreen His-ARNT PAS-B/GST-TACC3 binding, luminescence; TACC3 fragment carries E629A point mutation; inhibition, % at 9.99 µM; actives 0.66% (n = 390,000); AID 623870;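 active = mean inhibition of replicates at least 50% and at least half of replicates each reaching 50%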;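 also: 0% = complete ARNT plus TACC3 wells and 100% = ARNT alone without TACC3; many hits fall short of the cut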
Xi reactivation – reactivates the inactive X chromosome in mouse fibroblasts; XiGFP mouse fibroblasts, % GFP-positive cells imaging, 3 d; cells co-treated with 5-aza-dC sensitizer; scaled so ellipticine positive control = 100%; activation, % at 7.58 µM; actives 0.055% (n = 360,000);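 active = mean normalized replicate activation at least 10% and every replicate at or above 10%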;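 also: 0% = median of on-plate neutral control wells and 100% = ellipticine 6 µM median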
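System: 68-5-11 XiGFP fibroblast line | Buffer or medium: DMEM containing 5-aza-dC | Compound: Single point | Times: Compounds 3 days, fix/stain 15 min at room temperature | Benchmarks: Positive control ellipticine, 6 µM final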
esBAF inh – SWI/SNF esBAF complex inhibition | mouse ES cells, Bmi1-luciferase knock-in reporter, 24 h; 100% = twice the neutral-well signal | actives 2% (n = 350,000) | reporter increase, % at 12.5 µM; in the data active = activation above about 40%;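 also: 0% = median of the plate's neutral control wells and 100% = double that signal; a rise in the Bmi1 reporter signal indicates esBAF inhibition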
INS-1E GSIS act – GLuc luminescence reporter in INS-1E cells, primary screen for activators of glucose-dependent secretion of insulin; activation, % at 16.6 µM; AID 743287; INS-1E GLuc reporter insulin secretion, 2-3 h; actives 0.61% (n = 370,000);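 active = lowest replicate activation of at least 40%, so every replicate reaches that level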;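 also: 0% = median of neutral control wells and 100% = median of IBMX positive control wells; some compounds called inactive have numbers as strong as hits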
An asterisk follows results filed as active; . = not tested or not shown; & = joins results of further samples.

1. COc1ccc(-c2ccc3c(c2)O[C@H](CN(C)Cc2cccnc2)[C@H](C)CN([C@@H](C)CO)S3(=O)=O)cc1
2. C[C@H](CO)N1C[C@H](C)[C@H](CN(C)C(=O)NC2CCCCC2)Oc2ccc(NS(=O)(=O)c3cccs3)cc2C1=O
3. CCCC(=O)N1CC2(CN(C(=O)NC(C)C)C2)c2c(n(C)c3cc(OC)ccc23)[C@@H]1CO
4. C[C@H](CO)N1C[C@H](C)[C@H](CN(C)Cc2ccc3c(c2)OCO3)OCCCC[C@H](C)Oc2ccc(NS(=O)(=O)c3cccs3)cc2C1=O
5. COc1ccc(CNCC(C)NCc2ccc(OC)c(OC)c2)cc1OC (stereo not given)
6. Cc1cc(Nc2ccccc2)cc(=O)n1C
7. CN(C)C(=O)c1cccc(-c2ccc3c(c2)[C@@H]2[C@@H](CCN2C(=O)c2ccc(F)cc2)[C@H](CO)N3C)c1
8. C[C@H]1CN([C@@H](C)CO)C(=O)c2cccc(NC(=O)C3CCOCC3)c2O[C@H]1CN(C)Cc1ccncc1

assay / entry	1	2	3	4	5	6	7	8
RAD52 anneal inh	15	0	-4	.	-8	-16	.	-6
RAD54 branch	-3	14	.	6&-1	-6	1	6	-2
ERAP1 HTS inh	0	-7	0	.	2	0	.	0
CFTR F508del cor	2.0	0.1	0.5	0.7&-1.9	-1.8	-2.4	-3.1	-2.2
ARNT-TACC3 inh	0	-5	.	3&-6	-2	-3	-27	2
Xi reactivation	0.3	-1.1	0.2	-0.1	0.1	0.1	-0.1	0.1
esBAF inh	-6	4	.	0&6	-5	.	7	-1
INS-1E GSIS act	-10	1	12	22	-4	-5	-15	3

9. Cc1ccc(NC(=O)CN(CCc2ccccc2)S(C)(=O)=O)cc1
10. Oc1cccc(/C=N/Nc2ccc(Cl)nn2)c1
11. CCCn1c(N)c(N(CCOC)C(=O)c2cc(-c3ccco3)nc3ccccc23)c(=O)[nH]c1=O
12. O=C(C1CC1)N1CCCCN2[C@@H](CO)[C@H](c3ccc(C#CC4CCCC4)cc3)[C@@H]2C1
13. CCOC(=O)C1C(=O)NC(c2ccccc2)=NC1c1cccc(Br)c1 (stereo not given)
14. Cc1cccc(Oc2ccc(Cl)cc2N)c1
15. COc1ccc([N+](=O)[O-])cc1C(=O)NC1CCN(Cc2ccccc2)CC1
16. C[C@@H]1CCCCO[C@H](CN(C)S(C)(=O)=O)[C@@H](C)CN([C@H](C)CO)C(=O)c2cc(NS(=O)(=O)c3ccc(F)cc3)ccc2O1

assay / entry	9	10	11	12	13	14	15	16
RAD52 anneal inh	-15	-7	-7	14	-22	-4	-6	4
RAD54 branch	-5	3	-2	14	.	-13	0	5
ERAP1 HTS inh	-1	-1	0	-1	1	0	0	-1
CFTR F508del cor	-1.8	-2.9	-1.2	0.3	-0.8	-1.2	-0.6	-2.2
ARNT-TACC3 inh	5	14	10	6	-3	-5	.	-6
Xi reactivation	0.0	0.0	0.0	0.2	0.3	0.1	-0.2	-1.0
esBAF inh	-4	20	-14	-4	.	72*	.	1
INS-1E GSIS act	-15	12	-2	-19	1	8	22	11

17. C[C@@H]1CN([C@@H](C)CO)C(=O)c2cc(NC(=O)NC3CCCCC3)ccc2O[C@H]1CN(C)S(=O)(=O)c1ccccc1
18. C[C@@H]1CCCCO[C@@H](CN(C)C(=O)Nc2ccc3c(c2)OCO3)[C@H](C)CN([C@H](C)CO)C(=O)c2cc(NC(=O)Nc3cccc4ccccc34)ccc2O1
19. Cc1cccc(CN2C(=O)c3ccccc3Sc3ccc(C(=O)O)cc32)c1
20. N#CC(CC(=O)c1ccc(F)cc1)c1ccc2c(c1)OCO2 (stereo not given)
21. CCCCCCn1cc(C(=O)OCC)c(=O)c2cc(F)c(F)cc21
22. N#C/C(=C\c1ccc(C(=O)O)cc1)c1nc2sc3c(c2c(=O)[nH]1)CCCC3
23. N/C(=N\OC(=O)c1ccc(Cl)c(Cl)c1)c1cccc(CSc2ccccn2)c1
24. CCCC(=O)N1CC(=O)Nc2ccc(Br)cc2C1c1ccc(F)cc1 (stereo not given)

assay / entry	17	18	19	20	21	22	23	24
RAD52 anneal inh	5	-13	14	-9	-8	-487	1	0
RAD54 branch	2	.	.	3	.	.	.	-6
ERAP1 HTS inh	1	0	7	-6	18	2	-2	3
CFTR F508del cor	-4.8	-0.9	4.4	-0.6	0.7	1.7	2.3	2.1
ARNT-TACC3 inh	-3	.	-9	-6	-4	3	-1	3
Xi reactivation	0.0	0.3	0.0	0.0	0.5	-0.5	0.0	0.2
esBAF inh	-6	.	10	2	-9	.	.	10
INS-1E GSIS act	-12	4	.	3	12	-25	-13	-7

25. Cc1ccc(S(=O)(=O)N2CCc3ccccc3C2CC(=O)O)cc1 (stereo not given)
26. C[C@@H]1CN([C@@H](C)CO)C(=O)Cc2cc(NC(=O)Nc3ccc(C(F)(F)F)cc3)ccc2O[C@H]1CN(C)C(=O)Nc1ccc(F)cc1
27. CC(C)n1c(NCc2ccc(Cl)cc2)nc2ccccc21
28. Cn1nnnc1SCC(=O)N(C1CCCCC1)C1CCS(=O)(=O)C1 (stereo not given)
29. COc1ccc(NC(=O)CCNS(=O)(=O)c2ccc(NC(C)=O)cc2)cc1Cl
30. CCOc1ccc(NC(=O)CSc2nc3ccsc3c(=O)n2CCCCCC(=O)O)cc1
31. CC(C)COc1ccc(C(=O)N2C(=O)c3ccc(N)cc3C2=O)cc1
32. COc1ccccc1CNC(=O)COC(=O)c1ccc(C)s1

assay / entry	25	26	27	28	29	30	31	32
RAD52 anneal inh	-10	-15	-10	-5	-9	-1	-20	-20
RAD54 branch	.	1	.	.	9	-4	8	-2
ERAP1 HTS inh	.	0	.	6	0	-2	2	-1
CFTR F508del cor	4.6	4.6	0.5	.	1.5	0.9	2.0	-0.1
ARNT-TACC3 inh	-7	-21	0	-5	1	.	-11	-9
Xi reactivation	0.0	-1.2	.	0.0	0.5	0.2	-0.1	0.0
esBAF inh	4	-1	.	.	5	-1	8	-7
INS-1E GSIS act	-1	2	19	3	7	.	8	33

Compound profiles, as listed above. Values in the order: RAD52 anneal inh	RAD54 branch	ERAP1 HTS inh	CFTR F508del cor	ARNT-TACC3 inh	Xi reactivation	esBAF inh	INS-1E GSIS act
Shown for Cn1nnnc1SCC(=O)N(C1CCCCC1)C1CCS(=O)(=O)C1 (stereo not given) = -5	.	6	.	-5	0.0	.	3
Shown for Cc1ccc(S(=O)(=O)N2CCc3ccccc3C2CC(=O)O)cc1 (stereo not given) = -10	.	.	4.6	-7	0.0	4	-1
Shown for CC(C)COc1ccc(C(=O)N2C(=O)c3ccc(N)cc3C2=O)cc1 = -20	8	2	2.0	-11	-0.1	8	8

(more compounds)
33. COc1ccc(C(=O)OCC(=O)NC2CC2)cc1F
34. CCCNC(=O)Nc1ccc2c(c1)C(=O)N(C)C[C@H](OC)[C@H](C)CN(Cc1cncnc1)[C@H](C)CO2
35. Cn1c(=O)c2cc(S(=O)(=O)NC(Cc3ccccc3)C(=O)NCC3CCCO3)ccc2n(C)c1=O (stereo not given)
36. COCCn1c(NC(=S)NC(=O)C23CC4CC(CC(C4)C2)C3)cc(=O)[nH]c1=O
37. O=C(C[C@H]1CC[C@@H]2[C@H](COC[C@H](O)CN2C(=O)c2ccccc2)O1)NCc1cccc(F)c1
38. CCNC(=O)C[C@H]1CC[C@@H]2[C@H](COc3ccc(NC(=O)Nc4cccc(OC)c4)cc3C(=O)N2C)O1
39. COCC(=O)N(C)C[C@@H]1Oc2cc(-c3cncnc3)ccc2S(=O)(=O)N([C@H](C)CO)C[C@@H]1C
40. O=C(CSc1nnc(-c2ccco2)o1)NC1CCCCC1

assay / entry	33	34	35	36	37	38	39	40
RAD52 anneal inh	-3	-9	-16	-2	3	.	1	.
RAD54 branch	-8	-3	-3	.	-2	-5	1	0
ERAP1 HTS inh	1	-1	-1	15	-5	.	-2	.
CFTR F508del cor	1.2	-1.2	-0.4	-1.8	-0.3	2.1	0.4	.
ARNT-TACC3 inh	.	1	0	2	-21	1	-9	2
Xi reactivation	0.0	0.1	0.2	0.0	0.2	-0.1	-0.9	.
esBAF inh	-6	-3	-7	.	-6	-3	-3	2
INS-1E GSIS act	.	7	-2	19	19	8	13	2

41. CN(C)CCN(Cc1cccs1)S(=O)(=O)c1csc(C(N)=O)c1
42. COCCN1C(=O)c2ccccc2C(C(=O)N2CCN(c3ccccc3)CC2)C1c1ccc(F)cc1 (stereo not given)
43. Cc1ccccc1OCCC(=O)OCC(=O)Nc1ccc(C)c(S(=O)(=O)N2CCCCC2)c1
44. CCN(CC)c1ccc(/C=N/N2CCN(Cc3ccccc3Cl)CC2)c(O)c1
45. Cc1cccc2sc(NC(=O)CCNC(=O)c3ccco3)nc12
46. CCOc1ccc(N(CC(=O)Nc2ccc(F)c(F)c2)S(=O)(=O)c2c(C)noc2C)cc1
47. CC(C)NC(=O)N(C)C[C@H]1Oc2ccc(NS(=O)(=O)c3ccc(F)cc3)cc2C(=O)N([C@H](C)CO)C[C@@H]1C
48. COc1cccc(NC(=O)N(C)C[C@@H]2Oc3ncc(C#Cc4ccncc4)cc3C(=O)N([C@@H](C)CO)C[C@@H]2C)c1

assay / entry	41	42	43	44	45	46	47	48
RAD52 anneal inh	-15	.	1	-8	0	-8	-19&9	-9
RAD54 branch	.	3	5	-1	2	15	14&-8	7
ERAP1 HTS inh	-2	.	0	-1	-2	-4	0&0	-5
CFTR F508del cor	-1.1	.	-2.9	1.0	3.7	-1.4	-0.7&0.0	-1.5
ARNT-TACC3 inh	3	1	.	8	-5	-4	-3&-8	30
Xi reactivation	0.0	.	0.3	-0.1	0.0	-0.2	0.0&0.1	-0.6
esBAF inh	-7	-1	-1	.	-4	6	0&-5	-8
INS-1E GSIS act	7	-16	.	1	-3	-20	15&7	1

49. CN1C(=O)c2cc(NS(C)(=O)=O)ccc2OC[C@@H]2O[C@H](CC(=O)NC3CCCCC3)CC[C@H]21
50. CC1(C)CC(=O)C(C=NCC2CCN(C(=O)Cc3ccccc3)CC2)=C(O)C1
51. COc1ccc(CC(=O)Nc2cc(=O)n(C)c(=O)n2C)cc1OC
52. Cc1noc(C)c1S(=O)(=O)Nc1ccc2c(c1)C(=O)N([C@H](C)CO)C[C@H](C)[C@H](CN(C)Cc1ccncc1)OCCCC[C@@H](C)O2
53. CC1CCCN(S(=O)(=O)c2ccc(C(=O)Nc3nnc(C4CC4)o3)cc2)C1 (stereo not given)
54. COC(=O)c1ccc(N2CCCCC2)c(NS(=O)(=O)c2ccc(C)cc2)c1
55. O=S(=O)(c1ccc(F)cc1)N1CCCCN2[C@H](CO)[C@@H](c3ccc(-c4ccccc4)cc3)[C@H]2C1
56. O=C(CSc1nc2ccccc2s1)c1cc2ccccc2o1
57. O=C(C[C@H]1CC[C@@H](NC(=O)C2CC2)[C@H](CO)O1)NCC1CC1
58. COC(=O)C(C)Oc1ccc(Cc2ncc(C(F)(F)F)cc2Cl)cc1 (stereo not given)

assay / entry	49	50	51	52	53	54	55	56	57	58
RAD52 anneal inh	-3	-11	-27	2	-24	-11	-5	-27	-1	-4
RAD54 branch	4	-3	.	-5	8	-1	0	.	-2	-5
ERAP1 HTS inh	-2	-2	4	-2	-2	0	0	-2	-2	-2
CFTR F508del cor	.	1.3	0.5	1.2	-0.1	0.9	-2.4	1.8	-1.5	-1.3
ARNT-TACC3 inh	-6	-4	-4	-5	51*	-6	13	4	1	-1
Xi reactivation	0.0	0.1	0.1	0.1	1.0	.	0.3	.	0.9	0.0
esBAF inh	-6	-6	.	-1	-12	4	.	4	5	-10
INS-1E GSIS act	-5	-13	8	12	-4	-5	58	2	18	-14

Source: PubChem (Broad Institute)
